SSB-PriA inh: blocks PriA binding to SSB C-terminal tail | 430,000 tested, 0.6% active | AlphaScreen SSBct-PriA binding, biotinylated peptide | AID 1272365 | inhibition, % at 33 µM; in the data active = inhibition mostly above about 37%, no sharp cut-off; inactive = mostly below about 20%;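 note: plate controls were negative control peptide for no effect and reference peptide for full effect; strong numbers were not always called active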
Starred values were filed as active, the others as inactive; & = joins results of further samples.

The first two entries, ahead of the listing:
compound | SSB-PriA inh
Cc1cccc(N2CCN(C(=O)N(c3ccccc3)c3ccccc3)CC2)c1C | -2.0&4.0
COc1ccc(CCNC(=O)CSc2nnc(-c3cccn(C)c3=O)n2C)cc1OC | -9.0

All compounds of this part, repeating the preview:
compound | SSB-PriA inh
Cc1cccc(N2CCN(C(=O)N(c3ccccc3)c3ccccc3)CC2)c1C | -2.0&4.0
COc1ccc(CCNC(=O)CSc2nnc(-c3cccn(C)c3=O)n2C)cc1OC | -9.0
O=C(Nc1ccc2c(c1)N(C(=O)c1cccs1)CC2)C1c2ccccc2Oc2ccccc21 | -12.0
C/C(=N/NC(N)=S)c1ccc(O)cc1 | 7.0
CC1(C)COc2ccc([N+](=O)[O-])cc2NC1=O | 13.0
O=C(CSc1ccc(-n2cccn2)nn1)N1CCCC1 | 5.0
COc1ccc2nc(-c3ccc(F)c(NC(=O)c4ccc5ccccc5c4)c3)cn2n1 | -7.0
Cn1c(C=Nn2cnnc2)nc2ccccc21 | -0.3
COC(=O)c1ccc(C2C(=C(O)c3ccc4c(c3)CC(C)O4)C(=O)C(=O)N2Cc2cccnc2)cc1 (stereo not drawn) | 14.9
O=C(Nc1ccccc1-c1csc(-c2ccccc2F)n1)c1cnccn1 | 4.0
COc1ccc(Nc2nc(NCCc3ccccc3)nc(N3CCOCC3)n2)cc1 | 11.0&20.0
COc1ccc(-c2cn3c(C(=O)N4CCc5ccccc54)csc3n2)cc1 | -7.0&-2.0
CCSc1ccccc1C(=O)NCCC(CCO)c1ccccc1 (stereo not drawn) | -20.0
O=C(CSc1ccc(F)cc1)N1CCC(c2nnc(C3CC3)o2)CC1 | -5.0
Cc1ccc(-n2ncc3c(=O)n(NC(=O)C4(c5ccc(Cl)cc5)CCCC4)cnc32)cc1C | -9.0
CS(=O)(=O)c1ccc(C(=O)Nc2nccs2)cc1 | -2.0
CC(C)(C)c1nc2c3cnn(-c4ccc(F)cc4)c3ncn2n1 | 6.0
O=C(CCS(=O)(=O)c1ccccc1)NC1CCC(Oc2ncccn2)CC1 (stereo not drawn) | -6.0
CCOc1ccc(OCCNC(=O)c2cccc(C)c2)cc1 | -5.0
CC(C)c1ccc(OCC(=O)NCCOc2ccccc2)cc1 | -19.0

Part of the list above, field by field.
> COc1ccc(CCNC(=O)CSc2nnc(-c3cccn(C)c3=O)n2C)cc1OC
  SSB-PriA inh: -9.0

> O=C(Nc1ccc2c(c1)N(C(=O)c1cccs1)CC2)C1c2ccccc2Oc2ccccc21
  SSB-PriA inh: -12.0

> C/C(=N/NC(N)=S)c1ccc(O)cc1
  SSB-PriA inh: 7.0

> CC1(C)COc2ccc([N+](=O)[O-])cc2NC1=O
  SSB-PriA inh: 13.0

Other entries
compound | SSB-PriA inh
CCCCS(=O)(=O)NC(C)Cc1ccco1 (stereo not drawn) | -21.0
O=C(Nc1ccc2c(c1)N(C(=O)c1ccco1)CC2)c1ccco1 | 1.0
CCOc1ccc(CC(=O)Nc2c(C(=O)Nc3ccc(OC(F)(F)F)cc3)oc3ccccc23)cc1 | -9.0&5.0
CC(C)Oc1ccc(C(=O)N2CCN(Cc3nc(C4CC4)cs3)CC2)cc1 | 6.0
CCCc1cc(N2CCCC2)n2nc3nc(C)cc(C)c3c2n1 | -48.0
Cc1ccc(S(=O)(=O)N2CCc3ccc(NC(=O)c4ccccc4F)cc3C2)cc1 | -3.0
COc1cccc(C=NNC(=O)CCCC(=O)NC2CCCCC2)c1 | 5.6
Cc1ccncc1NC(=O)[C@@H]1CSc2ncc(C)c(=O)n2C1 | -13.0
O=C(c1cccs1)N(Cc1cccnc1)c1nc2cc3c(cc2s1)OCO3 | -9.0
COc1ccccc1CNC(=O)c1scc(-c2ccc(C)cc2)c1-n1cccc1 | -13.0
O=C(CN1CCN(CC(O)C2CC2)CC1)Nc1nccs1 (stereo not drawn) | 8.0
CC(C)(C)c1ccc(C(=O)Nc2nnc(-c3ccc(Br)cc3)o2)cc1 | 12.0
CCCS(=O)(=O)Nc1ccc2c(c1)CN(C(C)=O)CC2 | -8.0
N#Cc1c(Cl)nc(NN=Cc2ccccc2)c(Cl)c1Cl | -26.7
C=CCn1c(SCC(=O)Nc2ccc(OC)cc2)nc2scc(-c3ccc(OC)cc3)c2c1=O | -11.0
COc1ccc(C=NNC(=O)Cn2cnc3ccccc3c2=O)cc1OC | 3.4
CCN1C(=O)c2cccc3c(NC(=O)c4cc(Cl)ccc4Cl)ccc1c23 | -12.0
COc1ccc2oc(=O)c(C(=O)N3CCN(c4ccccn4)CC3)cc2c1 | 11.0
Cc1cc(S(=O)(=O)NCC(c2ccco2)N2CCc3ccccc3C2)ccc1F (stereo not drawn) | 6.0&-8.0
CNC(=O)Cc1csc(NC(=O)CCc2c(C)noc2C)n1 | -34.0

(listing goes on)
compound | SSB-PriA inh
Cn1cc(S(=O)(=O)N2CCCN(C(=O)Cc3ccc4c(c3)OCO4)CC2)cn1 | -22.0
CC1(C)Cc2cccc(OCC(=O)NCC3CCN(C(=O)c4cc5ccccc5o4)CC3)c2O1 | -8.0
Cc1cc(NS(=O)(=O)c2ccc(NC(=O)c3ccc(S(=O)(=O)N4CCCc5ccccc54)cc3)cc2)no1 | 2.0
Cc1ccc(NC(=O)CSc2nccn3nc(-c4ccccc4)cc23)cc1Cl | -6.0
Cn1c(CNC(=O)c2nnn(-c3ccccc3F)c2-c2ccncc2)nc2ccccc21 | -20.0
CCc1c(C#N)c(SCC(=O)c2cc(C)n(-c3ccccc3F)c2C)nc2c1C(=O)CC(C)(C)C2 | -7.0
Cc1cc(F)ccc1-n1nnc(-c2nc(-c3ccc(Cl)cc3)cs2)c1C | -16.0&2.0
COC(=O)c1ccc(C(=O)NCc2ccc(C(=O)c3ccco3)s2)cc1 | -13.0
Cc1ccc(-c2ccc(N3CCN(C(=O)c4ccc5ccccc5n4)CC3)nn2)cc1 | 1.0
COc1ccc(Cl)cc1N1CCn2c1nc1c2c(=O)n(CC(=O)C(C)(C)C)c(=O)n1C | 0.0
CS(=O)(=O)Nc1cccc(N2CCCC2=O)c1 | -10.0&-3.0
O=C(CCc1ccc(C(F)(F)F)cc1)Nc1ccc2c(c1)C(=O)NCC2 | 11.0
Cc1cc[n+](-c2[nH]c(=O)sc2/C=N\NC(=O)c2ccccc2[O-])cc1 | 10.0
COc1ccc(Cl)cc1NC(=O)Cn1c(-c2ccncc2)nc2ccccc21 | 8.0
O=C(NCc1ccncc1)C(=O)Nc1cc(F)ccc1F | -3.0&4.0
Cc1cc(NC(=O)c2ccc([N+](=O)[O-])s2)n(-c2nc3ccccc3s2)n1 | -16.0
COc1ccccc1/C=C/C=NNC(=O)c1ccccn1 | -6.0
O=C(COc1ccccc1)NCCCn1nc(-c2cccs2)ccc1=O | -12.0
Cc1ccc2nc(NC(=O)CC3CCCCN3S(=O)(=O)c3cccs3)sc2c1 (stereo not drawn) | 29.0
CCOc1ccc(-n2ccn(CC(=O)Nc3ccc(C)cc3Cl)c(=O)c2=O)cc1 | -16.0

(listing goes on)
compound | SSB-PriA inh
C[C@H](Nc1ncc2c(=O)n(Cc3ccccc3F)c(=O)[nH]c2n1)c1ccccn1 | -12.0
Cc1cc(N2C(=O)C(O)=C(C(=O)c3ccco3)[C@H]2c2ccc(C(C)C)cc2)no1 | -6.0
CCCCCCCCn1c(NS(=O)(=O)c2ccc(Cl)cc2)c(S(=O)(=O)c2ccccc2)c2nc3ccccc3nc21 | 49.6
Cc1ccc([C@@H]2CC(c3cccs3)=NN2C(=O)CSc2cn(Cc3cc(C)ccc3C)c3ccccc23)cc1 | -14.0
Cc1ccccc1-n1ncc2c(C(C)C)nn(CC(=O)N3CCc4ccccc43)c(=O)c21 | -5.0
O=S(=O)(c1ccc(Cl)cc1)N1CCN(c2ccc(-c3cccs3)nn2)CC1 | 0.0
COc1cccc(C(=O)N2CC(c3nc(-c4cccnc4)no3)C2)c1OC | -8.0
COC(=O)c1ccccc1C(=O)Nc1c(C(=O)Nc2ccc(C)c(C)c2)oc2ccccc12 | -1.0&13.0
Cc1ccc(C(=O)N/C(=C\C2=Cc3ccccc3OC2C)C(=O)NCc2ccco2)cc1 (stereo not drawn) | -20.0
COc1cccc(C=Nn2cncn2)c1OCC#N | -10.5
C[C@](O)(CNC(=O)c1ccc(OC(F)(F)F)cc1)c1cccs1 | -14.0
Cc1csc(NS(=O)(=O)CCOc2ccccc2)n1 | -16.0
Cc1cc(=O)[nH]c(NN=Cc2ccc(OC(=O)c3ccco3)cc2)n1 | -8.4
O=C(NCC1CCN(C(=O)Oc2ccccc2)CC1)C1CC=CCC1 (stereo not drawn) | -8.0
Cc1[nH]c(=O)[nH]c(=O)c1C=NNC(=O)[C@H](CC(C)C)NC(=O)OC(C)(C)C | 8.9
CCn1c(SCC(=O)NN=C/C=C/c2ccco2)nnc1-c1ccc(OC)cc1 | -10.0
Cc1ccc(C)c(N2CCN(C(=O)c3cc(-c4ccc(F)cc4)c[nH]3)CC2)c1 | -3.0
O=S(=O)(N=Cc1cc(Br)ccc1O)c1ccccc1 | -17.0
CCCCC1CCC(C(=O)ON2C(=O)c3cccc4cccc(c34)C2=O)CC1 (stereo not drawn) | 1.0
O=C(Nc1sc2c(c1C(=O)NC1CCS(=O)(=O)C1)CCCC2)c1ccccc1Cl (stereo not drawn) | -9.0

Next section
canonical_smiles,SSB-PriA inh
N#Cc1ccccc1Cn1cc(C=NNc2ccc([N+](=O)[O-])cn2)c2ccccc21,-3.6
CC1CCCC(=NNS(=O)(=O)c2ccccc2)C1 (stereo not drawn),-1.9
CCc1nnc(NN=Cc2ccc(-c3ccc([N+](=O)[O-])cc3)o2)n1N,10.3
CC(=NNc1ccc(Cl)cc1)c1c(O)cc(C)oc1=O,5.2
O=C(c1ccc2c(=O)nc3c(-c4ccccc4F)n[nH]n3c2c1)N1CCN(c2ccccn2)CC1,-13.0
O=C(NC1CC(=O)N(c2ccc(F)cc2)C1)N(CCO)Cc1ccccc1 (stereo not drawn),-11.0&10.0
COc1ccccc1OCC#CCNC(=O)Cc1ccc(F)cc1,-6.0
O=C1C2C3C=CC(C3)C2C(=O)N1N=Cc1cn(Cc2ccc(F)cc2)c2ccccc12 (stereo not drawn),-6.8
Cc1ccc(C(=O)NCCn2nc(-c3ccco3)ccc2=O)cc1C,9.0
O=C(NN=CC1CC2CCC1C2)c1c[nH]c2ccccc12 (stereo not drawn),-6.3
O=S(=O)(Cc1cc(F)ccc1F)NCCn1ccnc1-c1ccccn1,8.0
CCOC(=O)C1(CCC(C)=NNC(N)=O)CC(C)(C)OC1=O (stereo not drawn),-4.9
O=C(Nc1nc(-c2ccc(Cl)c(Cl)c2)cs1)c1ccc(-c2nc3ccccc3s2)s1,-9.0&1.0
O=C(Nc1ccc(SCC(=O)N2CCCC2)nn1)C1CC1,-10.0
COCCn1c(=NC(=O)CSCC(=O)Nc2nc(-c3ccccc3)cs2)sc2cc(OC)ccc21,8.0
CSC(=NS(=O)(=O)c1cccs1)Nc1ccc(Cl)cc1,-9.3
Nc1nonc1-n1nnc(C(=O)NN=Cc2ccncc2)c1CSc1ccc(Cl)cc1,-9.1
O=C(Nc1nc(CSCc2ccc(F)cc2)cs1)c1cc2ccccc2o1,-8.0
Fc1ccccc1Cn1cnc2ccccc21,-12.0
O=C(NN=Cc1cccc2ccccc12)c1ccncc1,-0.1
Cc1cc(C)cc(OCCNS(=O)(=O)c2ccc(OC(F)(F)F)cc2)c1,-34.0&-10.0
CCc1nnc2ccc(OCCNC(=O)COc3ccc(F)cc3F)nn12,-9.0
O=C(CC1CSc2nccc(=O)n21)N1CCOCC1 (stereo not drawn),8.0
COc1ccc(S(=O)(=O)Nc2cccc(C(=O)O)c2)cc1OC,-5.0
Cn1c(=O)oc2ccc(S(=O)(=O)NCCn3ccnc3-c3ccccn3)cc21,-4.0

Quoted from the listing.
For SSB-PriA inh, COc1ccc(S(=O)(=O)Nc2cccc(C(=O)O)c2)cc1OC is listed with -5.0
For SSB-PriA inh, Cc1cc(C)cc(OCCNS(=O)(=O)c2ccc(OC(F)(F)F)cc2)c1 is listed with -34.0&-10.0

Following part.
canonical_smiles,SSB-PriA inh
COc1ccc(-c2cn3c(C(=O)Nc4ccc(F)cc4F)csc3n2)cc1,-11.0
O=C(Nc1cnc2ccnn2c1)c1noc2c1CCCC2,3.0
COc1cccc(C(=O)Nc2nccs2)c1OC,-19.0&10.0
N#Cc1c(NC(=O)c2ccoc2COc2ccccc2)sc2c1CCCC2,-11.0&-6.0
COc1nn(C)cc1C(=O)N1CC(Oc2nc3c(Cl)cccc3s2)C1,-9.0
O=C(NC1CCN(c2nccs2)C1)C1(c2ccc(Cl)cc2)CCCC1 (stereo not drawn),21.0
Cc1ccc(NC(=O)CCC(=O)NN=Cc2ccco2)c(C)c1,-5.5
CS(=O)(=O)N1CCN(C(=O)C2CN(C(=O)c3ccc4c(c3)OCO4)C2)CC1,-19.0
COC(=O)c1ccc2c(=O)n(C3CCN(Cc4ccccc4)CC3)c(=S)[nH]c2c1,-3.0
CCOc1ccc(OCC(=O)N2CCN(c3nccn3-c3ccc(C)cc3)CC2)cc1,60.0*
Cc1oncc1C(=O)N(Cc1ccsc1)Cc1ccco1,6.0
O=C(Cn1nc(-n2cccn2)ccc1=O)Nc1ccc2c(c1)Cc1ccccc1-2,-2.0
O=[N+]([O-])c1ccccc1NN=Cc1c[nH]c2ccccc12,45.6
CCOc1cc(Nc2ccc(NC(=O)Nc3ccccc3OC)cc2)nc(C)n1,27.0
COc1ccccc1OCC(=O)Nc1cc(C)nn1-c1nc2c(cnn2-c2cccc(C)c2C)c(=O)[nH]1,42.0*
COc1cc(C=NNC(=S)NC2CC3C=CC2C3)cc(OC)c1OC (stereo not drawn),-2.4
Cc1ccc(NC(=O)Cn2cnc3c(-c4ccccc4)csc3c2=O)c(Cl)c1,4.0
COc1cc(C)ccc1OCC(=O)N1CCN(c2ccc3nncn3n2)CC1,-17.0&-12.0
CSc1ccc(-c2nc3c(c(SC)n2)Cc2ccccc2O3)cc1,-2.0
Cn1nc(C2CCCN(C(=O)c3cc(-c4ccc(F)cc4)n[nH]3)C2)n(-c2ccccc2)c1=O (stereo not drawn),-9.0
O=C(NCc1cccs1)NCC(O)(c1ccccc1)C1CC1 (stereo not drawn),4.0
CSC1CCN(C(=O)c2c(F)cccc2F)C1 (stereo not drawn),6.0
Cn1cc(C(=O)NN=CC2=C(N3CCOCC3)/C(=C/c3ccc([N+](=O)[O-])cc3)CC2)ccc1=O,-4.9

Some of the compounds tested (hit frequency here may not be typical).
